CHO parental Ca – signal in parental CHO cells, OX1R antagonist counter-screen; parental CHO-K1, ATP-induced calcium, Fluo-8 fluorescence; inhibition, % at 5.6 µM; actives 0.63% (n = 330,000); AID 463079;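 active means inhibition above that plate's mean sample inhibition plus 3 SD, cut at about 26% in these data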;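 further: 0% = ATP-challenged DMSO wells and 100% = DMSO wells without ATP; some compounds past the cut are filed as inactive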
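Assay system – parental CHO cells · Reagent – ATP stimulus · Detection – intracellular calcium via Fluo-8 no-wash fluorescent dye · Evaluation – percent inhibition of ATP-evoked calcium rise, normalized to controls · Controls – ATP wells versus no-ATP DMSO wells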
CHO-K1 Ca antag – nonselective inhibitor or artifact in parental CHO-K1 cells | ATP-induced calcium, Fluo-8 fluorescence | inhibition, % at 3 µM | actives 0.6% (n = 360,000) | AID 602250;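 active means inhibition above a per-plate cutoff, the plate's mean sample inhibition plus 3 SD, cut at about 24% in these data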;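 further: 0% = DMSO plus EC80 ATP and 100% = DMSO alone without ATP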
CHRM4 agonist – CHRM4 agonism in calcium assay; P08173; AID 624127; actives 0.14% (n = 360,000); activation, % at 3 µM; CHO-K1 hM4/Gqi5, Fluo-8 calcium fluorescence; vehicle 0%, full acetylcholine response 100%;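 active means activation above the run mean over all test wells plus 3 SD, cut at about 32% in these data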;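 further: peak over basal fluorescence ratio per well then scaled between controls; 0% = DMSO wells and 100% = acetylcholine at EC100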
Target sequence (P08173 whole entry, looked up): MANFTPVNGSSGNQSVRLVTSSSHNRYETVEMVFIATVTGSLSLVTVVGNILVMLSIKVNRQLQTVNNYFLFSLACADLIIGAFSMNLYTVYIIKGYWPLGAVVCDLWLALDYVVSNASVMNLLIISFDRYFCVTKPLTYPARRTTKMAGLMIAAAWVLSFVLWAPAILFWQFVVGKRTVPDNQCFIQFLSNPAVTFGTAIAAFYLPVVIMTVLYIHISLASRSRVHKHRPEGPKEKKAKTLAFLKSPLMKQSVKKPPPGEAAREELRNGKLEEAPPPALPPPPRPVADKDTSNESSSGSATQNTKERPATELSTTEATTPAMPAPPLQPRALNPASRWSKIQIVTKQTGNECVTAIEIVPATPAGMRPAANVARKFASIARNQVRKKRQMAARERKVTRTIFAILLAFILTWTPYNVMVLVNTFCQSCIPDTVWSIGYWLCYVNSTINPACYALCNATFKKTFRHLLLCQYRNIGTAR
CHRM1 antagonist – blocks human M1 muscarinic receptor; inhibition, % at 3 µM; CHO-K1 hM1, Fluo-8 calcium fluorescence, ACh EC80 antagonist; actives 1.3% (n = 360,000); P11229;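 active means percent inhibition above its own plate's cutoff, namely the mean of that plate's compound wells plus 3 SD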;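 further: peak over basal fluorescence ratio during 140 s after agonist addition; 0% = ACh EC80 plus DMSO and 100% = DMSO alone without agonist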
Target sequence (P11229 whole entry, looked up): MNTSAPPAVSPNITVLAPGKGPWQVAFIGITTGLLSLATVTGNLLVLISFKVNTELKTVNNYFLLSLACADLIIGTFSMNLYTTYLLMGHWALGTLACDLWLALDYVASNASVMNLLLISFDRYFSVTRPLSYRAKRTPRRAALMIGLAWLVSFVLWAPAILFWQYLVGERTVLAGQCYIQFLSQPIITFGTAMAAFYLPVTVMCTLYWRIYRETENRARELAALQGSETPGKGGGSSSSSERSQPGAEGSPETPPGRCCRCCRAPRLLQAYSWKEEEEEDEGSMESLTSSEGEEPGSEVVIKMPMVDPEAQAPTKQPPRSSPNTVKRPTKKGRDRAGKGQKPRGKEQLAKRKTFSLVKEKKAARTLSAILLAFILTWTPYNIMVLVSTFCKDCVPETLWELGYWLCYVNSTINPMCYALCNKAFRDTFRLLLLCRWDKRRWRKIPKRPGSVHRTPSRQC
OXTR potentiate – potentiates the human oxytocin receptor response; P30559; CHO-OTR cells, Fluo-8 calcium fluorescence, potentiator mode; 0% = oxytocin EC15, 100% = EC100; activation, % at 3 µM; actives 0.061% (n = 320,000);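 active means activation above that plate's cutoff, the mean activation of tested compounds plus 3 SD, cut at about 6.6% in these data, passing the limit was not always enough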;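 further: 100% uses oxytocin at 75 nM as the full agonist control; some results filed as inactive read as strong as hits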
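Dosing: Single dose, 3.0 µM nominal final compound concentration | Material: Human OTR in CHO cells | Technique: Kinetic Fluo-8 calcium fluorescence | Benchmarks: EC15 oxytocin alone as 0%, 75 nM oxytocin as 100% | Probe or stimulus: Oxytocin at about EC15, sub-maximal agonist stimulus | Incubation: Compound 6 min at room temperature before oxytocin, 100 s read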
M1 ag parental – nonselective activator or artifact in parental CHO-K1 cells | Fluo-8 calcium fluorescence; scaled to maximal ATP response, vehicle zero | activation, % at 3 µM | actives 0.48% (n = 360,000) | AID 602248; in the data active means activation above about 15%;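 further: untransfected CHO-K1 host cells lacking M1 receptor as counterscreen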
CHRM1 PAM – positive allosteric modulators of human M1 muscarinic receptor | P11229 | CHO-K1 hM1, Fluo-8 calcium fluorescence, ACh EC20; 0% = ACh EC20, 100% = maximal ACh | activation, % at 3 µM | actives 0.088% (n = 360,000) | AID 588819; in the data active means activation above about 19%, passing the limit was not always enough
M1 ag – agonists of human M1 muscarinic receptor. P11229. activation, % at 3 µM. CHO-K1 hM1, Fluo-8 calcium fluorescence, agonist mode; 0% DMSO, 100% acetylcholine EC100. actives 0.33% (n = 360,000);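 active means activation above the run's mean compound activation plus 3 SD, cut at about 16% in these data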;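 further: peak over basal fluorescence ratio within a 140 s kinetic read after compound addition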
M4 antag – antagonists of human muscarinic M4 receptor (CHRM4). P08173. CHO-hM4 cells, ACh EC80, Fluo-8 calcium fluorescence. inhibition, % at 3 µM. actives 0.73% (n = 360,000). AID 624125;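 active means inhibition above its plate's cutoff, the mean inhibition of sample wells plus 3 SD, cut at about 27% in these data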;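 further: 0% = acetylcholine EC80 with DMSO and 100% = DMSO without agonist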
* = called active by the depositor; / = not tested or not shown. Hits appear at their usual frequency (roughly 2.9% active in at least one column).

SMILES | CHO parental Ca | CHO-K1 Ca antag | CHRM4 agonist | CHRM1 antagonist | OXTR potentiate | M1 ag parental | CHRM1 PAM | M1 ag | M4 antag
Cc1ccc2cccc(SCC(=O)NCc3ccco3)c2n1 | 3.2 | -6.7 | 0.2 | -1.7 | 3.5 | 0.4 | 7.9 | -3.5 | 4.4
CC1(C(=O)NS(=O)(=O)c2cccc(C#N)c2)CCN1C(=O)Cc1ccc(-c2ccccc2)cc1 (stereo not given) | / | -12.6 | -0.5 | -0.2 | / | -0.2 | 1.5 | -4.0 | 3.7
Cn1cccc1/C=C1/SC(=O)N(CC(=O)N2CCCC2)C1=O | -16.6 | -9.9 | 1.2 | -4.3 | -11.4 | 0.4 | 3.1 | -4.4 | -9.8
CC1CCN(C(=O)COc2cccc3c2CCN(Cc2ccccc2)C3=O)CC1 | -15.6 | 0.8 | 11.6 | 11.9 | -14.4 | 3.7 | -3.0 | -4.2 | -11.4
O=[N+]([O-])c1ccc(/C([O-])=C(/C(=S)NCc2ccco2)[n+]2ccccc2)cc1 | 1.1 | 3.4 | 0.8 | 0.7 | 6.0 | 0.2 | -13.2 | -14.5 | -3.2
C=CCOc1ccc(/C=C(\C#N)C(=O)Nc2ccccn2)cc1 | 3.0 | 8.7 | 0.1 | -3.7 | -0.3 | -0.1 | 12.2 | 0.6 | 5.8
CC(C)Cc1nnc(NC(=O)C23CC4CC(CC(C4)C2)C3)s1 | -9.7 | -16.9 | 1.2 | -1.5 | -6.1 | 0.6 | -0.7 | -1.7 | -7.4
COCc1ccc(C(=O)N2CCCC(C(=O)c3ccc(SC)cc3)C2)o1 (stereo not given) | 0.7 | -5.9 | 5.7 | -4.0 | -6.6 | 2.1 | 4.3 | -2.1 | -14.3
CCn1c(/C=C2\C(=O)N(C(C)C)c3ccccc32)nc2ccccc2c1=O | -23.7 | -4.8 | 3.4 | -0.7 | -8.8 | 2.1 | -0.9 | -2.6 | 1.1
C/C(=N\OCc1nc2ccccc2c(=O)n1/N=C/c1cc([N+](=O)[O-])ccc1O)c1ccccc1 | 26.7 | -1.5 | 9.6 | 0.8 | -7.6 | 2.2 | -0.3 | 0.0 | -1.8
O=S(=O)(Nc1cnc2ccccc2c1)N1CCCCCC1 | -2.0 | -8.3 | 8.9 | -10.1 | -16.4 | 7.5 | -1.5 | 4.1 | -9.7
COc1cc(OC)cc(C(=O)NC(C)c2cnn(-c3ccccc3C)c2C)c1 (stereo not given) | -7.3 | 8.6 | 3.5 | 16.3 | -7.2 | 4.5 | -12.2 | -2.0 | -9.4
O=S(=O)(c1cccc2nonc12)N1CCN(c2ccccc2F)CC1 | -7.5 | 12.9 | 0.0 | -0.3 | -20.1 | -0.8 | -2.4 | -6.9 | 1.1
O=C1CSC(=Nc2ccccc2[N+](=O)[O-])N1 | 9.9 | -6.6 | 0.7 | -9.0 | -5.9 | 0.3 | 11.7 | -8.9 | -9.2
CC1=CC=CC2=NC(=O)CC(C)(C(=O)N(CC(=O)NC3CCCC3)Cc3ccc(Cl)cc3)N12 (stereo not given) | -3.5 | 9.1 | -1.1 | -6.0 | -7.9 | -0.6 | 8.9 | 0.2 | 1.0
COCC(C)n1c(SCC(=O)Nc2oc(C)c3c(C)n[nH]c(=O)c23)nc2ccccc2c1=O (stereo not given) | -8.0 | 5.2 | 1.9 | -0.9 | -1.9 | 0.8 | 3.7 | -0.6 | 8.2
O=S(=O)(Cc1ccccc1)N1CCN(c2ccccc2)CC1 | -0.6 | -7.5 | 0.7 | -9.1 | -21.6 | 0.5 | 6.4 | 2.0 | -7.7
C=CCn1c(SCC(=O)N2CCN(c3ccccc3)CC2)nnc1-c1ccco1 | -15.5 | -6.8 | 1.0 | 4.2 | -2.9 | 1.1 | -3.5 | -4.5 | 3.9
COc1ccc(CC(=O)Nc2ccc3c(c2)OC2(CCCC2)O3)c(OC)c1 | / | -5.0 | 1.5 | -1.7 | / | 0.6 | -1.2 | -5.7 | -7.1
CCNC(=O)NC(=O)C(C)Sc1ccc2c(c1)OCCO2 (stereo not given) | -16.8 | 12.3 | -1.4 | -13.6 | 0.6 | -0.5 | 10.8 | -1.2 | 1.1
O=C(Nc1ccc(F)cc1)c1ccc2c(c1)S(=O)(=O)N=C1CCCCCN12 | 0.8 | -8.0 | 2.0 | -3.2 | -0.5 | 4.1 | 6.8 | -2.8 | -3.5
CC1CC(=O)Nc2ccccc2N1S(=O)(=O)c1cccc(Cl)c1 (stereo not given) | -7.7 | -5.3 | 1.0 | -4.0 | -2.1 | 1.5 | 5.8 | -1.6 | -1.5
O=C(C[C@@H]1C/C=C\C[C@@H](NC(=O)OCC2c3ccccc3-c3ccccc32)C(=O)OC[C@@H](Cc2ccccc2)NC1=O)NCCO | -5.1 | -18.5 | -0.6 | -9.2 | -6.1 | 0.0 | 0.8 | -9.7 | -4.3
CCOC(Cn1c(CCCO)nc2ccccc21)OCC | -0.4 | 7.1 | 0.4 | -5.3 | 7.1 | 0.2 | 8.8 | -0.9 | -5.2
CCS(=O)(=O)NCc1csc(C)n1 | 2.9 | -8.7 | 0.7 | 10.9 | -3.6 | 0.4 | 1.8 | -1.5 | 9.9
O=C(O)CCCCCNC(=O)c1ccccc1 | -2.7 | -0.5 | 0.0 | 4.5 | -11.1 | -0.5 | -1.5 | -3.0 | 1.8
Cc1ccnc(NS(=O)(=O)c2ccc(N=CC3=C(O)CC(C)(C)CC3=O)cc2)n1 | 1.1 | -7.5 | 0.5 | -2.5 | 3.1 | 1.4 | 5.8 | -4.6 | -4.3
CC(C)=NNc1nc2c(c(=O)n(C)c(=O)n2C)n1CCc1ccccc1 | -21.8 | -14.0 | 1.1 | -1.9 | -17.0 | 0.3 | 4.5 | -6.4 | -4.5
O=C(CNC(=O)c1ccc(Br)o1)NC12CC3CC(CC(C3)C1)C2 | -10.8 | -5.9 | 0.7 | 5.8 | -4.6 | 1.2 | 15.2 | 4.1 | 8.8
OCCC1CN(Cc2ccc3cc(Cl)ccc3n2)CCN1Cc1ccsc1 (stereo not given) | -27.0 | -16.1 | 3.4 | 3.5 | -5.3 | 0.1 | -2.4 | -7.5 | -6.9
COc1ccc(C(=O)Nc2cccc(NC(C)=O)c2)cc1OC | -1.4 | -3.8 | 2.7 | 4.8 | -1.1 | 0.2 | -2.5 | -2.8 | -0.5
CCOC(=O)c1cnn(-c2nc3c(C)cccc3s2)c1C(F)(F)F | -14.5 | -10.8 | -0.5 | -5.0 | -13.2 | 0.2 | 9.9 | -1.8 | 4.6
CCCNC(=O)C1(C)CCCN(C(=O)c2ccc3c(c2)CCO3)C1 (stereo not given) | / | -0.5 | 0.3 | -6.8 | / | 0.1 | 4.0 | -0.8 | 8.9
COc1ccccc1N1CCN(CC(O)c2ccc3cc[nH]c3c2)CC1 (stereo not given) | -18.9 | 5.9 | 0.9 | -9.7 | -3.8 | 0.5 | 3.0 | -12.4 | -15.4
CCN(CC)CCNC(=S)Nc1ccc2nc(N3CCOCC3)cc(C)c2c1 | -11.1 | -14.8 | 1.6 | -11.7 | -13.1 | 0.1 | 0.4 | -9.0 | -13.7
CCOc1cccc2cc(C(=O)Nc3nccs3)c(=O)oc12 | -10.3 | -4.0 | 1.1 | -4.8 | -2.5 | 0.0 | 5.3 | -0.9 | 4.5
CN(C)CCCOC(=O)CCc1ccccc1 | -16.7 | -7.5 | 0.2 | -22.3 | -4.7 | 0.5 | -2.8 | -4.8 | -1.2
Cc1[nH]c(C)c(S(=O)(=O)Nc2ccc(F)cc2Cl)c1C(=O)N1CCCC1 | -6.2 | -11.7 | -0.1 | 8.3 | -8.7 | -0.6 | -1.8 | -1.3 | 0.1
Cc1ccc2nc(SCC(=O)Nc3ccccc3F)nc(=O)n2c1 | -3.9 | 7.0 | 0.9 | -8.5 | -0.6 | 0.4 | 6.3 | -4.2 | 8.2
Cc1ccc(C)c(NC(=S)N2CCN(Cc3ccccc3)CC2)c1 | -11.3 | 4.0 | 1.4 | 3.7 | -2.1 | 0.3 | 10.3 | 4.4 | -4.3

Entries of single compounds as entered above. Order of screens: CHO parental Ca	CHO-K1 Ca antag	CHRM4 agonist	CHRM1 antagonist	OXTR potentiate	M1 ag parental	CHRM1 PAM	M1 ag	M4 antag
`COc1ccccc1N1CCN(CC(O)c2ccc3cc[nH]c3c2)CC1` (stereo not given) as listed: -18.9	5.9	0.9	-9.7	-3.8	0.5	3.0	-12.4	-15.4
`CCN(CC)CCNC(=S)Nc1ccc2nc(N3CCOCC3)cc(C)c2c1` as listed: -11.1	-14.8	1.6	-11.7	-13.1	0.1	0.4	-9.0	-13.7

The listing continues:
SMILES | CHO parental Ca | CHO-K1 Ca antag | CHRM4 agonist | CHRM1 antagonist | OXTR potentiate | M1 ag parental | CHRM1 PAM | M1 ag | M4 antag
COc1cc(CCC(=O)N2CCN(c3cccc(C)c3C)CC2)cc(OC)c1OC | -22.1 | -23.7 | 2.2 | -15.3 | -5.7 | -0.2 | 4.2 | -5.8 | -24.8
C=CCn1c(SCC(=O)NC2CCCCC2)nnc1-c1ccccn1 | -17.0 | 13.1 | 1.3 | 6.2 | -6.3 | 4.6 | 2.6 | -2.4 | -6.1
Cc1ccc(-c2nn(-c3ccccc3)cc2/C=C(\C#N)C(=O)NCc2ccccc2)cc1 | -0.2 | -0.3 | 0.0 | -10.2 | 3.6 | -0.1 | 1.4 | -3.7 | -2.7
CCSC(=S)Nc1c(C)n(C)n(-c2ccccc2)c1=O | -12.2 | 1.0 | 0.2 | -11.7 | 0.9 | -0.3 | 12.7 | -11.8 | -8.7
O=C1c2[nH]nc(-c3ccccc3O)c2C(c2cccc(Cl)c2)N1CC1CCCO1 (stereo not given) | -33.5 | -10.8 | -0.5 | -2.9 | -17.9 | 0.9 | 1.2 | -5.8 | 7.6
Cc1ccc(NS(=O)(=O)c2ccc3c(c2)C(=O)c2ccccc2C3=O)c(C)c1 | -16.0 | -16.3 | 2.9 | -13.3 | -5.9 | 1.9 | 9.8 | -3.7 | -6.0
CC(C)(Cc1ccccc1)/[N+]([O-])=C\c1ccccc1 | -16.8 | -10.2 | 2.4 | -3.0 | -1.8 | 1.1 | 6.8 | -0.4 | -10.7
Cc1ccccc1SC1CCN(C(=O)C2CCC(=O)N(C3CC3)C2)CC1 (stereo not given) | -8.4 | -1.8 | 4.1 | -7.7 | -0.8 | 10.9 | 4.5 | 0.6 | 1.7
COc1ccc(CCN(Cc2nc3ccccc3c(=O)[nH]2)C(=O)c2ccco2)cc1 | -18.4 | -10.0 | 4.7 | -10.6 | -2.1 | 1.0 | 10.8 | 4.3 | -9.5
CCC(C)NS(=O)(=O)c1cc2c3c(c1)CCN3C(=O)CC2 (stereo not given) | -4.2 | -1.9 | 1.0 | -0.1 | -0.9 | 0.0 | -1.1 | -2.0 | -23.4

4 compounds already listed, ordered by the value under OXTR potentiate, falling.
smiles | OXTR potentiate
Cc1ccc(-c2nn(-c3ccccc3)cc2/C=C(\C#N)C(=O)NCc2ccccc2)cc1 | 3.6
CCSC(=S)Nc1c(C)n(C)n(-c2ccccc2)c1=O | 0.9
C=CCn1c(SCC(=O)NC2CCCCC2)nnc1-c1ccccn1 | -6.3
O=C1c2[nH]nc(-c3ccccc3O)c2C(c2cccc(Cl)c2)N1CC1CCCO1 (stereo not given) | -17.9

Bioassay records as filed in PubChem.
